GoLoco inh red – RGS12 GoLoco-Gai1 interaction inhibition | AID 880 | 0.44% of 230,000 active | Gai1:RGS12 GoLoco peptide FP, rhodamine, 10 min | Potency, µM (top dose mostly 61.6 µM), for inactives: at the top dose activity, negative = inhibition, most hits filed as inhibitors | P63096; active = well fitted inhibition curve with a large enough effect, not every such curve was filed as active; inactive = no such curve, though single readings can be large or run the other way; also: % is scaled to controls: 0 for no effect and ±100 for the full control effect; nearly all actives have a fitted effect of over 30% in size; many of its hits are not listed in these tables
Target sequence (P63096 whole entry, looked up): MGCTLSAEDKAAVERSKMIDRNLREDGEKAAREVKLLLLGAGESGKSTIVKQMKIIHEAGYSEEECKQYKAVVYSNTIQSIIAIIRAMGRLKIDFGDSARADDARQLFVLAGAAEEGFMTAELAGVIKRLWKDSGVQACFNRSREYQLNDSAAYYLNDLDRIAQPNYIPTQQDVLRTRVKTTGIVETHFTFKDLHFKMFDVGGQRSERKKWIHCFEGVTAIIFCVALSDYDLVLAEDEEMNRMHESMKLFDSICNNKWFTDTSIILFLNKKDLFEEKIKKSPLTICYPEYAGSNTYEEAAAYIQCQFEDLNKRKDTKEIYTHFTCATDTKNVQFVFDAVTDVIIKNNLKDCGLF
ALDH1A1 block – blocks purified human ALDH1A1 activity; P00352; Purified ALDH1A1, NADH fluorescence, propionaldehyde substrate; Potency, µM (series often up to 75.3 µM), without a hit: top-dose activity, negative = inhibition, most hits filed as inhibitors; 7.3% of 220,000 active; active = well fitted inhibition curve with a large enough effect, not every such curve was filed as active; inconclusive = small, poorly fitted or top-dose-only effect, or another doubt; inactive = no such curve, though single readings can be large or run the other way;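 also: plate controls were no enzyme wells and a reference inhibitor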
Target sequence (P00352 whole entry, looked up): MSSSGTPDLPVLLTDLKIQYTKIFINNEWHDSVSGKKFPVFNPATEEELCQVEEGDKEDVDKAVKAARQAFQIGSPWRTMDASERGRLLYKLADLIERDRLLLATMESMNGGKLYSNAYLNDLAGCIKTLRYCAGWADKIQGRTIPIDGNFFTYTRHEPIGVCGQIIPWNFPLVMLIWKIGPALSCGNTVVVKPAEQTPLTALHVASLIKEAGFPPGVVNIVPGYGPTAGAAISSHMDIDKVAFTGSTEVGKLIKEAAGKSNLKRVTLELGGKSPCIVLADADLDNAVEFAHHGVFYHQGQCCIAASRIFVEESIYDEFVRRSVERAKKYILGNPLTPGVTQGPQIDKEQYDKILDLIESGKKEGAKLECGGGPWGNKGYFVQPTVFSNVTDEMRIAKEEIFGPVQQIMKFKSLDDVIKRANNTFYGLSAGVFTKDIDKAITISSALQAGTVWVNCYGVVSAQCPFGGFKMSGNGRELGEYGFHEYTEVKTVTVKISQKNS
GAA glycogen mod – GAA glycogen-cleavage inhibition or activation. recombinant GAA, glycogen substrate, Amplex Red glucose oxidase fluorescence. Potency, µM (top dose mostly 76.4 µM), without a hit: top-dose activity change, negative = inhibition, usual class: inhibitors. 0.38% of 300,000 active. AID 2100;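 also: 0% = full enzyme reaction and -100% = no-enzyme basal signal; the screen sought inhibitors and activators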
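Recombinant human enzyme (4 nM); glycogen substrate; 37 C, 40 min, pH 5.0. Readout: coupled glucose oxidase/Amplex Red fluorescence.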
SMN2 splice enh – increases expression of the SMN2 splice variant; HEK293 SMN2-luciferase splicing reporter, luminescence, 30-36 h; Potency, µM (titrated, usually from 46.1 µM), for inactives: at the highest dose activity change, positive = activation, usual class: activators; 2.8% of 210,000 active; AID 1458; also: % of control where 0% means no effect; nearly all actives have a fitted effect of over 55% in size
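qHTS luciferase splicing reporter: luminescence rises when SMN2 exon 7 is included in transfected HEK293 cells. Compound exposure lasted 30-36 h at 37C, with 4.5 mM final sodium butyrate as control, followed by a ONE-Glo read.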
Active calls of the source: *; ? = inconclusive; nt = no result given; [ ] = remark or other dose. Unless noted, calls follow the shape of the dose curve; as a rule, active = well fitted curve in the direction sought with a large enough effect; inconclusive = small, poorly fitted or top-dose-only effect, or another doubt; inactive = no such curve, though single readings can be large; an effect the other way counts as inactive or inconclusive. Potency is read from the fitted curve at half-maximal effect.

SMILES	GoLoco inh red	ALDH1A1 block	GAA glycogen mod	SMN2 splice enh
O=C(O)c1[nH]c(=O)[nH]c(=O)c1CN1CCCCC1	-5%[14.2 µM]	9%[13.5 µM]	nt	8%[9.22 µM]
COc1ccc2c(Cc3c4ccccc4cc4ccccc34)cncc2c1O	3%[14.2 µM]	-9%[13.5 µM]	nt	-5%[9.22 µM]
C[C@H](CCC(=O)O)[C@H]1CC[C@@H]2[C@H]3[C@@H](C[C@@H](O)[C@]21C)[C@]1(C)CC[C@H](O)C[C@@H]1C[C@@H]3O	7%[14.2 µM]	1%[13.5 µM]	nt	-13%[9.22 µM]
N[C@@H](Cc1cccnn1)C(=O)O	-5%[14.2 µM]	2%[13.5 µM]	nt	0%[9.22 µM]
O=C(Oc1ccc2c(c1)CN(Cc1ccccc1)CO2)c1ccccc1	-17%[14.2 µM]	-6%[13.5 µM]	nt	-2%[9.22 µM]
O=C1C(Cl)=C(Sc2nnc3c4ccccc4c4ccccc4c3n2)C(=O)c2ccccc21	-7%[14.2 µM]	?	nt	-1%[9.22 µM]
Nc1nc(N)c(N=Nc2ccc(C(=O)O)c(O)c2)c(N)n1	-39%[14.2 µM]	-7%[13.5 µM]	nt	-5%[9.22 µM]
c1ccc2c(c1)-c1nc3ccccc3cc1[C@H]2N1CCOCC1	5%[14.2 µM]	-1%[13.5 µM]	nt	-14%[9.22 µM]
N=c1sc2ccccc2n1CCS (tested in a mixture with another compound)	8%[14.2 µM]	?	nt	-4%[9.22 µM]
O=C(O)c1cccc(N=Nc2c(S(=O)(=O)O)ccc3c2C(=O)c2ccccc2C3=O)c1O	-2%[14.2 µM]	-5%[13.5 µM]	nt	-5%[9.22 µM]
Nc1c(S(=O)(=O)O)cc(S(=O)(=O)O)c2ccc(N=Nc3ccccc3)c(O)c12	33%[activator][14.2 µM]	11%[13.5 µM]	nt	-9%[9.22 µM]
O=C(O)CCc1c2ccc(=O)c(O)c-2oc2c(O)c(O)ccc12	-19%[14.2 µM]	?	nt	-5%[9.22 µM]
CCCCN(c1ccccc1)c1ncnc2c1cnn2C	-5%[14.2 µM]	8%[13.5 µM]	nt	-6%[9.22 µM]
O=C(O)c1ccccc1-c1ccccc1C(=O)Nc1ccc2c(c1)Cc1cc(F)ccc1-2	7%[14.2 µM]	-4%[13.5 µM]	nt	-4%[9.22 µM]
O=C(O)CC[C@@]1(c2ccccc2)NC(=O)NC1=O	3%[14.2 µM]	2%[13.5 µM]	nt	-6%[9.22 µM]
C[C@H](Br)C(=O)Nc1ccc(C(=O)O)c(O)c1	0%[14.2 µM]	-5%[13.5 µM]	nt	-9%[9.22 µM]
CCN(CC(=O)O)C(=O)c1cccnc1	-3%[14.2 µM]	7%[13.5 µM]	nt	-12%[9.22 µM]
C[C@]1(c2ccccc2)O[C@@H]2C[C@@H]3[C@@H]4CCC5=CC(=O)C=C[C@@]5(C)[C@]4(F)[C@H](O)C[C@]3(C)[C@@]2(C(=O)CO)O1	4%[14.2 µM]	12%[13.5 µM]	nt	-7%[9.22 µM]
O=S(=O)(O)C(c1ccccc1)[C@@H](O)c1ccccc1 (some centres not stated)	-1%[14.2 µM]	24%[13.5 µM]	nt	-14%[9.22 µM]
NC(N)=NC(N)=Nc1ccc(C(=O)O)cc1	7%[14.2 µM]	-15%[13.5 µM]	nt	-3%[9.22 µM]
CO[C@@H]1/C=C\O[C@]2(C)Oc3c(C)c(O)c4c(O)c(c(CN5CCN(C)CC5)c(O)c4c3C2=O)NC(=O)/C(C)=C\C=C[C@@H](C)[C@@H](O)[C@H](C)[C@@H](O)C(C)[C@H](OC(C)=O)[C@@H]1C (some centres not stated)	7%[14.2 µM]	10%[13.5 µM]	nt	-11%[9.22 µM]
Cc1cc(N=Cc2c(CO)cnc(C)c2O)c(N=Cc2c(CO)cnc(C)c2O)cc1C.[Zn]	5%[14.2 µM]	-14%[13.5 µM]	nt	-15%[9.22 µM]
COc1ccc(-c2cc([C@H](O)C3CCCCN3)c3ccccc3n2)cc1 (some centres not stated)	7%[14.2 µM]	?	nt	-4%[9.22 µM]
C[C@H](CCC(=O)O)[C@H]1CC[C@@H]2[C@H]3CC[C@H]4C[C@H](O)CC[C@@]4(C)[C@@H]3CC[C@@]21C	7%[14.2 µM]	7%[13.5 µM]	nt	13%[9.22 µM]
O=C(CC1(O)CCCCC1)OC1CCCC1	-3%[14.2 µM]	1%[13.5 µM]	nt	-8%[9.22 µM]
C[C@@H](N)[C@@H](C)Cc1ccccc1	-2%[14.2 µM]	0%[13.5 µM]	nt	-6%[9.22 µM]
Nc1nc(N)nc(CC(=O)O)n1	8%[14.2 µM]	0%[13.5 µM]	nt	6%[9.22 µM]
CN(N=O)c1ccc(/C=C\c2ccnc3ccccc23)cc1	-4%[14.2 µM]	?	nt	0%[9.22 µM]
C[Si](C)(c1ccc(C(=O)O)cc1)c1ccc(C(=O)O)cc1	0%[14.2 µM]	14%[13.5 µM]	nt	-8%[9.22 µM]
CCOC(=O)c1c(O)[nH]c(=O)c(CC)c1C	10%[14.2 µM]	0%[13.5 µM]	nt	-10%[9.22 µM]
O=C1c2cc([N+](=O)[O-])ccc2-c2ccc3c4ccc5c6c(ccc(c7ccc1c2c73)c64)C(=O)c1cc([N+](=O)[O-])ccc1-5	8%[14.2 µM]	-8%[13.5 µM]	nt	5%[9.22 µM]
Cc1c2cccc(Sc3ccccc3)c2c2c3c(cccc13)[S+](c1ccccc1)C2 (configuration not stated)	7%[14.2 µM]	-10%[13.5 µM]	nt	-2%[9.22 µM]
CCOc1ccc2nc3cc(N=Nc4ccc(N)nc4N)ccc3c(N)c2c1	6%[14.2 µM]	-3%[13.5 µM]	nt	-7%[9.22 µM]
Cn1c(=O)c2c(nc(C(=N)SCC(=O)O)n2C)n(C)c1=O	1%[14.2 µM]	-13%[13.5 µM]	nt	-2%[9.22 µM]
Oc1cc(O)c2c(c1)O[C@@H](c1ccc(O)c(O)c1)[C@H](O[C@@]1(c3cc(O)c(O)c(O)c3)Oc3cc(O)cc(O)c3[C@H](O)[C@@H]1O)C2	7%[14.2 µM]	9%[13.5 µM]	nt	-7%[9.22 µM]
N[C@@H](CSCc1ccc(I)cc1)C(=O)O	8%[14.2 µM]	2%[13.5 µM]	nt	-4%[9.22 µM]
[N-]=[N+]=NC[C@@H]1O[C@@H](n2cnc3c(N)ncnc32)[C@@H]2O[C@@H]21	2%[14.2 µM]	-5%[13.5 µM]	nt	-4%[9.22 µM]
O[C@@H](c1cc(-c2ccccc2)nc2c1ccc1ccccc12)C1CCCCN1 (some centres not stated)	3%[14.2 µM]	0%[13.5 µM]	nt	-5%[9.22 µM]
CC(=O)c1ccc(O)c(CN(C2CCCCC2)C2CCCCC2)c1O	6%[14.2 µM]	26%[13.5 µM]	nt	1%[9.22 µM]
NCCNS(=O)(=O)c1ccc(N)cc1	2%[14.2 µM]	6%[13.5 µM]	nt	-8%[9.22 µM]

Part of the list above, limited to GAA glycogen mod and SMN2 splice enh:
SMILES	GAA glycogen mod	SMN2 splice enh
Cc1cc(N=Cc2c(CO)cnc(C)c2O)c(N=Cc2c(CO)cnc(C)c2O)cc1C.[Zn]	nt	-15%[9.22 µM]
COc1ccc(-c2cc([C@H](O)C3CCCCN3)c3ccccc3n2)cc1 (some centres not stated)	nt	-4%[9.22 µM]
C[C@H](CCC(=O)O)[C@H]1CC[C@@H]2[C@H]3CC[C@H]4C[C@H](O)CC[C@@]4(C)[C@@H]3CC[C@@]21C	nt	13%[9.22 µM]
O=C(CC1(O)CCCCC1)OC1CCCC1	nt	-8%[9.22 µM]

Rewritten with values under each structure: entries from further up.
Every second line gives: GoLoco inh red | ALDH1A1 block | GAA glycogen mod | SMN2 splice enh
- C[C@H](CCC(=O)O)[C@H]1CC[C@@H]2[C@H]3CC[C@H]4C[C@H](O)CC[C@@]4(C)[C@@H]3CC[C@@]21C
    7%[14.2 µM] | 7%[13.5 µM] | nt | 13%[9.22 µM]
- O=C(CC1(O)CCCCC1)OC1CCCC1
    -3%[14.2 µM] | 1%[13.5 µM] | nt | -8%[9.22 µM]

Additional records follow.
SMILES	GoLoco inh red	ALDH1A1 block	GAA glycogen mod	SMN2 splice enh
Fc1cccc(Cl)c1/C=N\N=C1c2ccccc2-c2ccccc21	4%[14.2 µM]	3%[13.5 µM]	nt	-7%[9.22 µM]
O=C(O)/C(=C\c1ccncc1)c1cccc2ccccc12	7%[14.2 µM]	0%[13.5 µM]	nt	-14%[9.22 µM]
C(=Nc1cnc2ccccc2c1)c1ccc2ccccc2n1	4%[14.2 µM]	?	nt	-3%[9.22 µM]
O=c1cc(CF)[nH]c(=S)[nH]1	-5%[14.2 µM]	-13%[13.5 µM]	nt	-12%[9.22 µM]
Cn1cnc([N+](=O)[O-])c1SCC(=O)O	-13%[14.2 µM]	-7%[13.5 µM]	nt	-6%[9.22 µM]
C[N+](C)(C)CCN(Cc1cccs1)c1ccccn1	2%[14.2 µM]	4%[13.5 µM]	nt	-13%[9.22 µM]
CCCCSCc1nc2nc(Cl)c(Cl)nc2[nH]1	2%[14.2 µM]	0%[13.5 µM]	nt	-13%[9.22 µM]
CC(C)c1ccc(O)c(O)c(=O)c1 (tested in a mixture with another compound)	6%[14.2 µM]	-5%[13.5 µM]	nt	-8%[9.22 µM]
O=C(NCc1cccnc1)[C@@H]1[C@@H](C(=O)O)[C@H]2CC[C@@H]1O2	3%[14.2 µM]	0%[13.5 µM]	nt	-12%[9.22 µM]
O=[N+]([O-])c1ccc(CSCc2ccc(Cl)cc2)cc1	6%[14.2 µM]	-2%[13.5 µM]	nt	-5%[9.22 µM]
O=C(O)CSc1ccc([N+](=O)[O-])cc1[N+](=O)[O-]	7%[14.2 µM]	0%[13.5 µM]	nt	-11%[9.22 µM]
NCCSC[C@H](N)C(=O)O	4%[14.2 µM]	3%[13.5 µM]	nt	-7%[9.22 µM]
Nc1ncnc2c1ncn2C[C@@H](O)C(=O)O	-9%[14.2 µM]	18%[13.5 µM]	nt	-26%[9.22 µM]
O=S(=O)(O)c1cc(N=[N+]([O-])c2cc(S(=O)(=O)O)c3ccccc3c2)cc2ccccc12	-20%[14.2 µM]	?	nt	-12%[9.22 µM]
O=C(O)c1c(Cl)c(Cl)c(Cl)c(Cl)c1C(=O)Nc1ccc2cn[nH]c2c1	-6%[14.2 µM]	9%[13.5 µM]	nt	-3%[9.22 µM]
N#[N+]c1ccc(Nc2ccccc2)cc1	0%[14.2 µM]	-1%[13.5 µM]	nt	-5%[9.22 µM]
C[N+](C)(N)CCC[N+](C)(C)N	0%[14.2 µM]	-2%[13.5 µM]	nt	-12%[9.22 µM]
NC(=O)c1nnn(Cc2cc(Cl)c(C(=O)c3ccc(Cl)cc3)c(Cl)c2)c1N	5%[14.2 µM]	6%[13.5 µM]	nt	-64%[inhibitor][9.22 µM]
C[C@H]1C[C@H]2[C@H]3CCC4=CC(=O)C=C[C@@]4(C)[C@]3(F)[C@H](O)C[C@]2(C)[C@@]1(O)C(=O)COP(=O)(O)O	7%[14.2 µM]	18%[13.5 µM]	nt	3%[9.22 µM]
Cc1cc(N2CCOCC2)nc2ccc(Cc3ccc4nc(N5CCOCC5)cc(C)c4c3)cc12	4%[14.2 µM]	?	nt	-12%[9.22 µM]
NC(N)=N[C@H](CC(=O)O)c1ccccc1	-2%[14.2 µM]	8%[13.5 µM]	nt	-15%[9.22 µM]
Cc1ccc(S(=O)(=O)Nc2ccccc2C=O)cc1	-2%[14.2 µM]	6%[13.5 µM]	nt	-20%[9.22 µM]
CN(C)Cc1ccc(-c2cc3onc(-c4ccccc4)c3c(=O)n2C)cc1	8%[14.2 µM]	-4%[13.5 µM]	nt	-16%[9.22 µM]
O=C(O)CC(CC(=O)O)n1cccc1	6%[14.2 µM]	4%[13.5 µM]	nt	-10%[9.22 µM]
CC(C)(C)C1CCC2(CC1)CCN(CCCN1CCOCC1)CC2	2%[14.2 µM]	-6%[13.5 µM]	nt	-6%[9.22 µM]
CCC[C@H](Sc1nc(N)nc2nc[nH]c12)C(=O)O	3%[14.2 µM]	12%[13.5 µM]	nt	-4%[9.22 µM]
CCN(CC)CC[n+]1ccc2c(C)c3[nH]c4ccccc4c3c(C)c2c1	1%[14.2 µM]	2%[13.5 µM]	nt	-68%[inhibitor][9.22 µM]
Cn1c(=O)c2[nH]c(CCNC(=O)c3ccccc3)nc2n(C)c1=O	6%[14.2 µM]	?	nt	-4%[9.22 µM]
N#C[C@H](c1ccccc1)N1CCCN([C@@H](C#N)c2ccccc2)C1c1ccccc1O (some centres not stated)	-2%[14.2 µM]	2%[13.5 µM]	nt	3%[9.22 µM]
Cc1ccc(C)c(N2CCN(C(=O)c3ccc4c(=O)n(CCc5ccccc5)c(=O)[nH]c4c3)CC2)c1	nt	nt	9%[76.3 µM]	-6%

Screens from PubChem.

An excerpt; rates above refer to the full screens.
